# Bioassay records from PubChem.
# RmlCD inh 1536 – M. tuberculosis RmlC/RmlD coupled enzyme inhibitors, primary screen, biochemical, compound mixtures, 384-well, from 1536-well plates | hit rate 0.03% among 160,000 | RmlC+RmlD coupled enzyme assay, percent inhibition; primary screen in compound mixtures | dTDP-4-dehydrorhamnose reductase (Mycobacterium tuberculosis (strain ATCC 25618 / H37Rv)) … | inhibition, % at 3.6 µM; in the data active = inhibition mostly above about 34%, no sharp cut-off; note: some results filed as inactive read as strong as hits
# Target sequence (P9WH09 whole entry, looked up): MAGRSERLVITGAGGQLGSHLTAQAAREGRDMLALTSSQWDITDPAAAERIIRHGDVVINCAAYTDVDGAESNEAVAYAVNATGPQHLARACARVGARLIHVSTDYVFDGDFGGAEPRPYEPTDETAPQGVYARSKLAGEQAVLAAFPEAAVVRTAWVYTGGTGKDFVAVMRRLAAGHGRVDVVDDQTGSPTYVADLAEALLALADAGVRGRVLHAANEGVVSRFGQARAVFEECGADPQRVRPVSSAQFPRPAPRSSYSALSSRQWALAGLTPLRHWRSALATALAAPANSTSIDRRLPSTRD
# Target sequence (P9WH11 whole entry, looked up): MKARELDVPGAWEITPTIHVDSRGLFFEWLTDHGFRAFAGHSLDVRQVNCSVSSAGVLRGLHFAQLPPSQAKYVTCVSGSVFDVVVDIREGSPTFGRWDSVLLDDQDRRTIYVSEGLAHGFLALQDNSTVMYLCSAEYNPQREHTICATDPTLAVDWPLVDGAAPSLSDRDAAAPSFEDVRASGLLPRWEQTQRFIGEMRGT
# M. tuberculosis GlmU – inhibition of mycobacterial GlmU enzyme – biochemical, glucosamine-1-phosphate acetyltransferase (AID 1376) | inhibition, %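 (tested at 30 µM in the primary screen)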, or IC50 in µM where a hit was titrated | M. tuberculosis GlmU acetyltransferase enzyme assay; higher % means a stronger effect | hit rate 0.25% among 220,000 | Bifunctional protein GlmU (Mycobacterium tuberculosis (strain ATCC 25618 / H37Rv)); in the data active = inhibition above about 13%;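 note: 0% = complete reaction with vehicle and 100% = reaction without substrate; strong numbers were not always called active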
# * hit, by the source's call; · = not tested or not shown. Only part of the results is shown; the hit share may differ from the screen's.
SMILES	RmlCD inh 1536	M. tuberculosis GlmU
CCc1ccc2[nH]c(=O)c(CN(CCO)C(=O)NCc3ccccc3)cc2c1	·	-0.1%
COc1ccc(OC)c(S(=O)(=O)N2Cc3ccccc3CC2C(=O)Nc2nccs2)c1 (configuration not stated)	1	10%
Cc1occc1-c1nnc(SCC(=O)NC(C)(C)C)n1CC(C)C	-9	-6.3%
COc1cccc(C(C#N)N2CCOCC2)c1 (configuration not stated)	-7	4.3%
COc1ccc(Nc2nc(N)nc(CCl)n2)cc1	4	-4.7%
O=C(COC(=O)CCNS(=O)(=O)c1ccc(Cl)cc1)NCc1ccco1	·	0.3%
Cc1ccc(S(=O)(=O)NNC(=O)C(=O)NNS(=O)(=O)c2ccc(C)cc2)cc1	9	-3.3%
CCN1CCCC1CNC(=O)CCc1nc(-c2ccc(C)cc2)no1 (configuration not stated)	-7	1.0%
Cc1ccc(S(=O)(=O)NCc2ccc(C(=O)N3CCCC3)cc2)cc1	·	2.6%
O=C1CCC(=O)N1CC(O)COc1ccccc1 (configuration not stated)	·	-3.1%
CC(C)NCC(O)c1ccc(NS(C)(=O)=O)cc1 (configuration not stated)	10	-1.8%
COc1ccc(NC(=O)CSc2nc(O)cc(=O)n2-c2ccccc2OC)cc1	12	5.5%
O=C(COc1ccc2ccccc2c1)Nc1ccncc1	2	4.7%
Cc1ccc(-c2csc(NC(=O)C[n+]3cc(-c4ccccc4)n4c3CCC4)n2)cc1	10	-13%
COc1ccc(/C=C(/NC(=O)c2cccc([N+](=O)[O-])c2)C(=O)O)cc1OC	3	-4.3%
CCCC(=O)Nc1ccc(C(=O)NNC(=O)c2ccccc2Br)cc1	·	1.1%
Cc1ccc(/C=C/C(=O)O)cc1S(=O)(=O)N1CCCc2ccccc21	·	-5.7%
CCN(CC(=O)Nc1ccc([N+](=O)[O-])cc1OC)c1ccccc1	·	1.6%
COc1cc(OC)cc(C(=O)N2CCN(C(=O)c3ccc(OC)c(OC)c3)CC2)c1	-9	·
O=C(CN1CCN(CCC(=O)Nc2ccccc2F)CC1)Nc1ccc(F)cc1	-9	2.0%
CC(=O)Nc1nnc(CCS(=O)(=O)c2ccc(Cl)cc2)s1	18	-6.3%
Cc1ccc(C(=O)OCC(=O)Nc2sccc2C(N)=O)cc1NC(=O)c1ccco1	4	4.1%
C=C(C)c1cccc(C(C)(C)NC(=O)N2CCN(CC)CC2)c1	·	-1.1%
CC[n+]1c(/C=C(\C)Nc2ccccc2)sc2ccccc21	2	-0.1%
COc1ccc(CN2C(=O)Cc3c2nc(N)c2c(N)nc(N4CCCCC4)c(C#N)c32)cc1	-7	-0.5%
CCOc1ccc(CN(C)CC(=O)NNC(=O)c2ccc(Cl)cc2)cc1OC	8	-3.6%
CC(C1CC1)N(Cc1ccccc1)C(=S)Nc1ccccc1Cl (configuration not stated)	·	-1.2%
O=C(c1cc(C2CC2)nc2ccccc12)N1N=C(C(F)F)CC1(O)C(F)F (configuration not stated)	·	2.8%
O=S(=O)(c1ccc(Br)cc1)N1CCN(c2ccc3nnc(-c4ccccc4)n3n2)CC1	-4	-5.4%
CN(C)c1ccc(C(=O)/C=C/c2ccc(Br)cc2)cc1	9	1.7%
CCc1cccc(NC(=O)CN2C(=O)NC3(CCCCCCC3)C2=O)c1	·	8.5%
Cc1cccn2c(=O)c3cc(C(=O)NCc4ccco4)c(=N)n(CCOCCO)c3nc12	5	0.3%
CCn1ccc(C(=O)Nc2ccccc2Cl)n1	-8	-0.6%
O=C(CN1C(=O)C2CC=CCC2C1=O)NCC(=O)Nc1ccc(F)c(F)c1F (configuration not stated)	-8	0.9%
CCNc1ccccc1C(=O)O	6	-0.5%
O=C(CCNS(=O)(=O)c1ccc(Br)s1)NCc1ccc(F)cc1	-14	-1.3%
O=C(COC(=O)c1ccc[nH]c1=O)NCCc1ccc(F)cc1	-12	3.0%
O=C(Nc1ccccc1F)NC1CC1	6	-2.7%
O=C(COc1ncnc2sccc12)NC1CCCc2ccccc21 (configuration not stated)	-11	2.3%
O=C(CN1C2=NCCN2c2ccccc21)c1ccc2c(c1)OCO2	-5	4.8%
Cc1ccc(NC(=O)COC(=O)C(CC(C)C)N2C(=O)C3CC=CCC3C2=O)c(C)c1 (configuration not stated)	-5	5.7%
COc1ccc(Cc2nnc(N/N=C(\C)c3ccccc3)[nH]c2=O)cc1OC	-4	2.0%
COc1ccc(-c2csc(NCCc3nc4cc(C(=O)NCCCO)ccc4n3Cc3ccc(C)cc3)n2)cc1	·	3.3%
CC(=O)Nc1ccc(S(=O)(=O)Nc2nccc(/C=C/c3ccccc3F)n2)cc1	-7	-1.7%
CC12CN3CC(C)(CN(C1)C3c1ccc(Cl)cc1Cl)C2=O (configuration not stated)	7	4.5%
Cc1ccc(S(=O)(=O)N2CCOCC2)cc1NC(=O)COC(=O)c1ccc2c(c1)OCO2	-1	1.1%
CCOC(=O)c1c(C)[nH]c(C(=O)COC(=O)/C=C/c2ccc(OCC#N)c(OC)c2)c1C	10	-4.5%
O=C(CSc1nnc2ccccn12)NCc1cccs1	-10	8.7%
CS(=O)(=O)N(CC(O)CON=C1c2ccccc2-c2ccccc21)c1ccc(F)cc1 (configuration not stated)	8	3.0%
COc1cc(/C=N/NC(=O)c2ccoc2C)ccc1O	23	-3.4%
CC(C)CNC(=S)N1CCN(c2nc3ccccc3s2)CC1	6	2.9%
COc1cccc(C(=O)NC2CC3CCCC(C2)N3CC(=O)Nc2ccccc2)c1 (configuration not stated)	-9	6.4%
N#CC1=C(N)Oc2c(O)cc3ccccc3c2C1c1ccsc1 (configuration not stated)	-3	1.8%
Cc1nc2ccc(NC(=O)c3ccco3)cc2nc1C	103	-0.3%
COC(=O)[C@@H](NC(=O)NC(C)CCc1ccccc1)C(C)C (some centres not stated)	7	0.3%
CC(C)(C)c1ccc(NC(=O)CSc2nnc(-c3n[nH]c4ccccc34)o2)cc1	-3	2.9%

# (more compounds)
SMILES	RmlCD inh 1536	M. tuberculosis GlmU
CC1CC1C(=O)OCC(=O)Nc1ccccc1Oc1ccccc1 (configuration not stated)	4	-3.7%
Cc1cc(C)cc(N(C(=O)c2ccccn2)C(C(=O)NC2CCCCC2)c2cccs2)c1 (configuration not stated)	·	0.3%
CCNNC(=O)C(O)(c1cccc(C)c1)c1cccc(C)c1	14	0.2%
CCOC(=O)CC(NS(=O)(=O)c1ccc(OC)c(C)c1)c1cccc([N+](=O)[O-])c1 (configuration not stated)	·	4.0%
Cc1cc(C)n(S(=O)(=O)c2cc(C)c(C)cc2C)n1	·	-3.4%
Cc1ccccc1CNc1nc(N)n(-c2ccccc2)n1	5	-0.8%
CCN(CC)C1CCN(C(=O)c2cc(COc3ccc(F)cc3Cl)on2)C1 (configuration not stated)	1	-5.6%
Nc1cc(Cl)ccc1N1CCOCC1	-10	0.5%
CCOc1ccc(N=Nc2c(=O)[nH]n3c(=O)c4c([nH]c23)CCCC4)cc1	5	5.0%
O=C(Cc1cccs1)N1CCN=C1SCc1ccc(F)cc1	-12	-3.0%
COc1ccc(-c2csc(N)n2)cc1	·	0.4%
COc1cc(CNCc2cccs2)ccc1OCC(N)=O	-6	-0.6%
Cc1ccc(CN2CCNC(=O)C2CC(=O)NCCCn2ncc3ccccc32)o1 (configuration not stated)	2	0.9%
Cc1ccc(C(=O)N/N=C/c2ccc(-c3cccc(Cl)c3)o2)cn1	7	3.0%
O=C(COC(=O)c1ccc(Cl)cc1O)NC(=O)C1CCCCC1	0	-0.9%
CCOc1ccc(-c2nc(C#N)c(NCc3ccco3)o2)cc1	·	-1.8%
CCS(=O)(=O)NCC(c1cccnc1)N1CCN(c2ccc(OC)cc2)CC1 (configuration not stated)	3	-2.1%
Cc1nn(Cc2ccccc2Cl)c(C)c1NC(=O)CCCn1nc([N+](=O)[O-])c(Cl)c1C	7	-1.1%
COC(=O)CCC(=O)Nc1cccc2c(NC(=O)CCC(=O)OC)cccc12	·	1.3%
COc1ccc(C(=O)Nc2ccc(NC(=O)c3cccs3)c(OC)c2)cc1Cl	8	-6.8%
Cc1ccc(C(=O)O)cc1NC(=S)NC(=O)c1ccc(-c2ccccc2)cc1	·	2.2%
NC(=O)c1cnn(C2CCS(=O)(=O)C2)c1 (configuration not stated)	55	0.2%
COc1ccc(/C=C2/CCCC(C(=O)C(F)(F)F)=C2O)cc1OC	1	0.7%
CC1=C(C#N)C(NC(=O)C2CCCCC2)(C(F)(F)F)C(=O)N1 (configuration not stated)	-6	5.9%
O=C(NC12CC3CC(CC(C3)C1)C2)OC1CN2CCC1CC2 (configuration not stated)	-4	3.6%
Nc1n[nH]c(C2CCCCC2)n1	8	-3.0%
CCn1c(=O)cc(SCC(=O)Nc2cc(OC)c(OC)c(OC)c2)c2ccccc21	18	-1.8%
CCN1CCN(CCCNC(=O)c2csc3c2CCCCC3)CC1	-4	-4.0%
Cc1cccc(CCNC(=O)C2CCCN(S(=O)(=O)c3cccc4nsnc34)C2)c1 (configuration not stated)	·	-2.5%
CC(=O)NC1=NN(C(C)=O)C(C)(CS(=O)(=O)c2ccc3ccccc3c2)S1 (configuration not stated)	-15	-3.0%
CC(C)c1onc(C(=O)NCc2cccs2)c1[N+](=O)[O-]	3	0.3%
O=C(Nc1n[nH]c(C(F)(F)F)n1)C1CC1	·	1.9%
Cc1ccc(S(N)(=O)=O)cc1NC(=O)/C=C/c1cccs1	-4	0.9%
CCCC(C(=O)O)n1c(O)c(C=C2N=c3ccccc3=N2)sc1=S (configuration not stated)	·	0.5%
O=[N+]([O-])c1cc(/C=N/n2c(-c3cccnc3)n[nH]c2=S)ccc1Cl	·	-1.0%
Cn1nccc1C(=O)Nc1ccc2c(c1)OCCO2	·	-1.6%
COc1ccc(C(=O)NNC2=NC(C)(C)Cc3ccccc32)cc1	3	-4.3%
CCC1CCCCN1C(=O)Cn1c(=O)oc2ccccc21 (configuration not stated)	·	2.2%
CC(=O)Nc1ccc(Oc2ncccn2)c(Cl)c1	·	3.2%
Cc1cc(N/N=C/c2ccccc2Br)nc2ccccc12	-3	-7.0%

# Rewritten with values under each structure: part of the list above
# Under each structure – RmlCD inh 1536 | M. tuberculosis GlmU
CCC1CCCCN1C(=O)Cn1c(=O)oc2ccccc21 (configuration not stated)
→ · | 2.2%
Cn1nccc1C(=O)Nc1ccc2c(c1)OCCO2
→ · | -1.6%
CC(=O)Nc1ccc(Oc2ncccn2)c(Cl)c1
→ · | 3.2%
O=[N+]([O-])c1cc(/C=N/n2c(-c3cccnc3)n[nH]c2=S)ccc1Cl
→ · | -1.0%
CCCC(C(=O)O)n1c(O)c(C=C2N=c3ccccc3=N2)sc1=S (configuration not stated)
→ · | 0.5%

# Other entries
SMILES	RmlCD inh 1536	M. tuberculosis GlmU
COc1cc(/C=C(\NC(C)=O)C(=O)NC(C)(C)CC(C)(C)C)ccc1OC(C)=O	12	5.8%
CCOC(=O)C1=C(c2ccccc2)NC(=O)NC1c1ccc(O)c(OCC)c1 (configuration not stated)	-6	2.5%
COc1ccccc1/C=N\Nc1cn[nH]c(=O)c1Cl	13	6.9%
CCn1c(CNc2ccc(F)cc2)nnc1SCC(=O)OC1CCCCC1	8	-3.6%
C/C(=N\N=C1\NC(=O)CC(C(=O)O)S1)c1cccs1 (configuration not stated)	1	3.4%
CC(C)c1ccc(C(=O)N(c2ccccn2)C(C)c2ccco2)cc1 (configuration not stated)	-7	0.2%
CCN(CC)CCCNC1CCS(=O)(=O)C1 (configuration not stated)	·	3.7%
Cc1ccc(CNC(=O)Cn2cc(C(F)(F)F)ccc2=O)cc1	-11	5.7%

# The list goes on; the last 3 above are carried over.
SMILES	RmlCD inh 1536	M. tuberculosis GlmU
CC(C)c1ccc(C(=O)N(c2ccccn2)C(C)c2ccco2)cc1 (configuration not stated)	-7	0.2%
CCN(CC)CCCNC1CCS(=O)(=O)C1 (configuration not stated)	·	3.7%
Cc1ccc(CNC(=O)Cn2cc(C(F)(F)F)ccc2=O)cc1	-11	5.7%
NS(=O)(=O)c1ccc(Nc2nc(-c3ccc(O)cc3O)cs2)cc1	8	1.3%
CCOC(=O)C1=C(N)N2C(=O)C(C)SC2=C(C(=O)OCC)C1c1ccc(O)cc1 (configuration not stated)	·	-5.3%
Cc1nnc(C)c2c(C)n(-c3ccccc3N)c(C)c12	8	-0.9%
CCc1c(C(=O)Nc2cc(C)ccc2OC)[nH]c(C)c1C(C)=O	9	-0.6%
O=C(O)c1cccc(NC(=S)N/N=C/c2cccc(O)c2)c1	10	3.1%
Cc1ccc(/C=C/C(=O)N2CCC(Cc3ccccc3)CC2)cc1	-13	-0.2%
Cc1ccc(-n2c(SCC(=O)NCCN3C(=O)CSC3=O)nnc2-c2ccccc2)cc1C	1	2.3%
CCOC(=O)N1CCN(C(=O)Nc2ccccc2Cl)CC1	-12	1.5%
CCCN(CCC)CCNC(=O)CS(=O)Cc1nc(-c2ccc(C)cc2)oc1C (configuration not stated)	7	3.4%
O=C(/C=C/c1ccc(Cl)cc1Cl)n1cccn1	-1	1.7%
CCOC(=O)CSc1c(-c2ccc(Cl)cc2)[nH]c2ccccc12	-9	1.6%
